# High-throughput results deposited in PubChem BioAssay by National Center for Advancing Translational Sciences (NCATS).
# Nrf2 block: blocks Nrf2 signaling; Potency, µM (top dose mostly 46 µM), for inactives: at the highest dose activity change, negative = inhibition, usual class: inhibitors; A549 ARE-Fluc reporter, luciferase luminescence, 18-24 h; hit rate 2.1% among 360,000; note: potency is the fitted concentration of half-maximal effect; % is set by controls: 0 for no effect and ±100 for the full control effect; nearly all actives have a fitted effect of over 60% in size
#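 Nrf2 function is reported as luminescence of an ARE-controlled luciferase in A549 cells. Compounds were tested at several concentrations, and a CellTiter-Fluor read on the same wells flagged cytotoxicity.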
# TGFb inhibitor: blocks TGF-b signaling. hit rate 1.2% among 410,000. Potency, µM (doses to about 46.1 µM), for the others: at the highest dose activity, negative = inhibition, hits mostly inhibitors. HepG2 CAGA-GFP TGF-b/SMAD3 reporter, GFP fluorescence, 18 h; TGF-beta stimulated, 500 pg/mL final. AID 588855; note: potency is the fitted concentration of half-maximal effect; % is set by controls: 0 for no effect and ±100 for the full control effect; nearly all actives have a fitted effect of over 65% in size
#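 TGF-beta reporter screen: HEPG2 CAGA-GFP, 1% FBS, 500 pg/mL TGF-beta final, 18 h; per-cell GFP summed per well; curves fitted and categorized by class.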
# Nrf2 activator: activates Nrf2 signaling. Potency, µM (series often up to 46.1 µM), for inactives: at the highest dose activation, actives largely listed as activators. hit rate 0.31% among 410,000. AREc32 ARE-luciferase reporter (MCF7-derived line), luminescence, 24 h. AID 624171; note: potency is the fitted concentration of half-maximal effect; % of control where 0% means no effect; nearly all actives have a fitted effect of over 65% in size
#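 Cells of the AREc32 ARE-luciferase line are plated in OPTI-MEM containing 5% FBS and left overnight at 37 deg C. Compounds are pinned in, incubation continues 24 hr, and firefly luciferase signal is then measured.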
# EPAC2 ag: activates human EPAC2 exchange factor; EPAC2 activation, biochemical qHTS; response scale: 100% = 6.5 mM cAMP response; hit rate 0.079% among 360,000; AID 720711; Potency, µM (top dose mostly 154 µM), for the others: top-dose activation, actives largely listed as activators; note: potency is the fitted concentration of half-maximal effect; nearly all actives have a fitted effect of over 50% in size
# Target sequence (Q8WZA2 whole entry, looked up): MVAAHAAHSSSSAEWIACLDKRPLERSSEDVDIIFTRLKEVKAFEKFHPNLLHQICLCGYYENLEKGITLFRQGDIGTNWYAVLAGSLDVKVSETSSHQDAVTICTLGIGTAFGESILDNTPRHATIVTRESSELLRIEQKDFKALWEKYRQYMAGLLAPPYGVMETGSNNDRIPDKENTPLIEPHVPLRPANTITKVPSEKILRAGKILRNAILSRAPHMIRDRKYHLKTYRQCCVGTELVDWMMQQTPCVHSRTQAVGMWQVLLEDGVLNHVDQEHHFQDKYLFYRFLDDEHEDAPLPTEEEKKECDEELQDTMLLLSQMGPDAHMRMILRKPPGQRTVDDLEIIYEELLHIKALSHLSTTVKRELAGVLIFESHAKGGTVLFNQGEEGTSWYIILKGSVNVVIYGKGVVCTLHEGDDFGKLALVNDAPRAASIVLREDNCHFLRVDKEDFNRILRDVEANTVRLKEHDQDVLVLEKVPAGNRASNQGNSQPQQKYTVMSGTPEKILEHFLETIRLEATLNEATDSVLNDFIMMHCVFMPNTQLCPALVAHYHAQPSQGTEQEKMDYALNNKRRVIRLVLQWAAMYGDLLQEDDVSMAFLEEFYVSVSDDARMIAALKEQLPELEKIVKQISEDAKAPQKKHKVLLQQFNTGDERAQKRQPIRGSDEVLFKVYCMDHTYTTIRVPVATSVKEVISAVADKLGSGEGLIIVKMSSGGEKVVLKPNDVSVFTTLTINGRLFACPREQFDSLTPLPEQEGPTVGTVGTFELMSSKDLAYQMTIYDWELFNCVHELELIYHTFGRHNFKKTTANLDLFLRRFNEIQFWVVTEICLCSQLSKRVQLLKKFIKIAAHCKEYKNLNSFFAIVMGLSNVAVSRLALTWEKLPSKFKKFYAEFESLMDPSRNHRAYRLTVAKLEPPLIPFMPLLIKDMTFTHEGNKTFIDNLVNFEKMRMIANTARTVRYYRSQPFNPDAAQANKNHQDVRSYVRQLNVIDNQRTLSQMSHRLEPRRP
#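 qHTS, titration series. 100 nM EPAC2 / 250 nM Rap1B-BODIPY-GDP / 50 uM GDP; RT; ex 480/em 540 nm, 5-min reads to 30 min. Norm. to 6.5 mM cAMP = activation.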
# EPAC2 antagonist: antagonists of human EPAC2. EPAC2 GEF exchange of Rap1B-BODIPY-GDP, fluorescence. Potency, µM (doses to about 114 µM), for inactives: top-dose activity, negative = inhibition, hits mostly inhibitors. hit rate 0.18% among 360,000; note: potency is the fitted concentration of half-maximal effect; % is set by controls: 0 for no effect and ±100 for the full control effect; nearly all actives have a fitted effect of over 45% in size; many of its hits are not listed in these tables
# A549 tox: counter-screen for Nrf2 inhibitors: cytotoxicity in A549 cells; hit rate 0.16% among 390,000; A549 ARE-Fluc cells, CellTiter-Fluor viability, 18-24 h; Potency, µM (series often up to 46 µM), for the others: top-dose activity change, negative = cytotoxicity, usual class: inhibitors; note: potency is the fitted concentration of half-maximal effect; % is set by controls: 0 for no effect and ±100 for the full control effect
#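 A549 ARE_Fluc cells in 5% FBS OPTI-MEM were exposed to compounds in concentration-response for 18-24 h at 37 deg C. Viability was read by CellTiter-Fluor fluorescence (Ex 405/Em 525) after 30 min, before the luciferase read.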
# pAkt inh: Akt phosphorylation inhibition; hit rate 0.32% among 360,000; Neuro2A IGF-stimulated pAkt S473 HTRF, 20 min; hits give low values; activity change, % for hits at 50 µM; in the data active = activity change below about -80%; inconclusive = mostly about -51% to -80%; note: % is set by controls: 0 for no effect and ±100 for the full control effect
#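 Single-point screen (50 µM final compound) in Neuro2A cells stimulated 20 min with 6 nM IGF at 37 deg C. After lysis, Ser473-phosphorylated Akt read by HTRF (ex 330 nm, em 615/665 nm) as the 665/615 ratio.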
# MmCpn inh: M. maripaludis TRiC chaperonin inhibition. purified Mm-Cpn ATPase, ADP Transcreener TR-FRET. hit rate 0.031% among 330,000. Potency, µM (highest dose often 76.9 µM), without a hit: top-dose activity, negative = inhibition, hits mostly inhibitors; note: potency is the fitted concentration of half-maximal effect; % is set by controls: 0 for no effect and ±100 for the full control effect; nearly all actives have a fitted effect of over 80% in size
#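 Quantitative HTS used 25 nM Mm-CPN and 10 uM ATP in magnesium/KCl Tris buffer, pH 7.4, with 1 mM DTT. Hydrolysis ran 30 min at 37°C; ADP was read by HTRF.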
# CCT chaperon mod: modulators of cytosolic chaperonin (CCT/TRiC) activity. purified chaperonin ATPase assay, HTRF ADP detection, 30 min. activity change, % (no concentration beside the values), hits read low. hit rate 0.3% among 360,000; in the data active = activity change below about -30%; note: % is set by controls: 0 for no effect and ±100 for the full control effect
#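 ATPase activity: ADP formed was measured by HTRF Transcreener (665/615 nm ratio) after 30 min at 37 deg C with 10 uM ATP. Compounds screened at one 76 uM concentration against 40 or 20 nM TRiC in Tris pH 7.4/KCl/MgCl2/DTT buffer.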
# * marks the source's active call; other numbers are inactive results; i = inactive; ? = inconclusive; . = not tested or not shown; [ ] = remark or other dose. Unless noted, calls come from the whole dose curve; as a rule, active = well fitted curve in the direction sought with a large enough effect; inconclusive = small, poorly fitted or top-dose-only effect, or another doubt; inactive = no such curve, though single readings can be large; an effect the other way counts as inactive or inconclusive. Not all compounds are listed; rates above refer to the full screens.
SMILES,Nrf2 block,TGFb inhibitor,Nrf2 activator,EPAC2 ag,EPAC2 antagonist,A549 tox,pAkt inh,MmCpn inh,CCT chaperon mod
COCc1nnc(NC(=O)C2CC(=O)N(CCc3ccc(F)cc3)C2)s1 (stereo not given),?,0%,0.2%,12%,-7%,1%,i,4%,0.5
CC(=O)NC(=S)Nc1ccccc1C(=O)NC1CCCCC1,12%,4%,-0.6%[9.22 µM],3%,10%,0%,i,3%,1.3
Cc1ccc(NC(=O)Cn2c(=O)n(CC3CCC(C(=O)NC(C)C)CC3)c(=O)c3sccc32)cc1 (stereo not given),-22%,-5%,-1.2%,.,.,5%,.,.,.
O=C(CN1CCN(Cc2ccc(Cl)cc2)CC1)N/N=C/c1cccc(F)c1,?,-17%,0.0%,-4%,-1%,-2%,i,-1%,-1.4
CCOc1ccc(N2C(=O)CC(N(CCc3ccc(OC)c(OC)c3)C(=O)/C=C/C(=O)O)C2=O)cc1 (stereo not given),2%,-11%,0.1%,15%,10%,4%,i,1%,0.2
O=C(Cn1c2[n+](c3ccc(C(F)(F)F)cc31)CCCCC2)Nc1ccc(Br)cc1,0%,-9%,-0.7%,-6%,6%,0%,i,-1%,0.0
CCOc1ccccc1NC(=O)Cn1cc(C(=O)c2ccc(Cl)cc2)c(=O)c2ccc(C)nc21,17%,-13%,-0.8%,.,.,5%,.,.,.
COc1ccccc1/C=N/NC(=O)CC(=O)NCc1ccccc1,6%,13%,-0.1%,10%,5%,0%,i,?,-7.3
Cc1cc(C)n(C(C)CC(=O)Nc2ccc3c(c2)OCCO3)n1 (stereo not given),-6%,-3%,-0.9%,6%,11%,-5%,.,1%,-1.8
Cn1ncc2cc3c(Nc4ccc(Cl)cc4)cccc3nc21,.,-1%,9.1%,20%,-8%,.,i,.,-2.8
O=S(=O)(Nc1cccc(S(=O)(=O)N2CCCC2)c1)c1cccs1,4%,?,0.0%,2%,9%,-1%,i,-1%,-9.1
Cc1cc(C)c(C#N)c(SCC(=O)CC(=O)OC(C)C)n1,25%,-19%,3.4%,15%,-19%,5%,i,-1%,-18
CC1CCCCC12NC(=O)N(CC(=O)OCC(=O)N(C)C1CCCCC1)C2=O (stereo not given),-6%,1%,0.4%,8%,2%,1%,i,3%,1.4
Cc1cccc(OCC(=O)OCC(=O)N2CCN(C(=O)c3ccco3)CC2)c1C,0%,1%,-0.7%,12%,-5%,-1%,i,.,-1.6
COc1ccc(CCNC(=O)COC(=O)C23CC4CC(CC(Br)(C4)C2)C3)cc1,12%,0%,0.0%,11%,0%,16%,i,-1%,-0.9
CCCCNC(=O)Cn1nc([N+](=O)[O-])c([N+](=O)[O-])c1C,-1%,-4%,3.7%[9.22 µM],-1%,0%,9%,i,2%,-1.0
CC(C)(CN1CCc2ccccc2C1)NS(=O)(=O)c1ccc(Cl)cc1,?,-25%,-0.8%,7%,-13%,11%,i,-2%,-0.7
CC(C)=C1C2CCC1C1C(=O)N(NC(=O)COc3ccc(C(C)(C)C)cc3)C(=O)C21 (stereo not given),-18%,-8%,-0.3%,-5%,-4%,-11%,i,1%,0.1
COc1ccc(C(CNC(=O)c2cc3ccccc3cc2OC)N2CCCC2)cc1 (stereo not given),7%,4%,2.0%,1%,10%,-3%,i,1%,-1.0
CCCSc1nc(O)c(C2OC(=O)c3c2ccc(OC)c3OC)c(=O)n1C (stereo not given),0%,19%,6.3%,2%,-4%,2%,i,3%,-0.9
O=C(O)c1ccccc1SCC(=O)N1CCOCC1,0%,1%,0.0%,1%,1%,3%,i,0%,-0.7
COc1ccc(C(=O)Nc2ccccc2N2CCN(C(=O)c3ccccc3)CC2)cc1Br,?,0%,2.0%,11%,-6%,-1%,i,-5%,-1.5
N/C(=N\OC(=O)c1cccc(Cl)c1)c1cccnc1,?,5%,?,8%,13%,-2%,i,-3%,0.2
O=C(COC(=O)C1CC2CCCC(C1)C2=O)NC(=O)c1ccccc1 (stereo not given),-4%,15%,0.2%,13%,2%,-1%,i,3%,0.3
CCC(=O)N1CCc2cc(Br)cc(S(=O)(=O)CCC(=O)N(CC)CC)c21,0%,-1%,0.1%,11%,3%,-14%,i,0%,0.2
CCOc1cccc(C(=O)NNC(=O)CCC(=O)O)c1,-23%,-6%,-0.1%,-5%,2%,0%,i,-1%,-0.4
Cc1cc2nc[nH]c(=O)n2n1,.,-1%,-1.0%,3%,4%,.,i,.,-0.5
CC(C)CCN1CC(C(=O)N2CCN(c3ccc(F)cc3)CC2)CC1=O (stereo not given),9%,-1%,2.0%,9%,1%,5%,i,-1%,-18
O=C(NCCS(=O)(=O)N1CCN(c2ccccc2)CC1)C1CCCC1,7%,-13%,0.3%,12%,4%,1%,i,0%,-0.3
O=C(O)/C(=C\c1ccc(C(F)(F)F)cc1)c1ccc(S(=O)(=O)N2CCCC2)s1,-1%,-2%,2.5%,3%,-5%,14%,i,0%,-0.5
O=C(NCCc1ccccc1)C1CCN(S(=O)(=O)N2CCCC2)CC1,9%,-16%,0.6%,-6%,-3%,10%,i,-2%,0.7
CCOc1ccc(C(C)NC(=O)c2cccc(F)c2)cc1 (stereo not given),?,-19%,-0.6%,-7%,-2%,9%,i,-1%,1.3
Cc1csc(NC(=O)CCCC(=O)c2ccccc2)n1,4%,1%,2.7%,2%,6%,1%,i,-3%,3.6
O=C(COC(=O)CNS(=O)(=O)c1ccc(F)c(F)c1F)Nc1ccc(OC(F)F)cc1,13%,0%,0.1%,-4%,-1%,0%,i,3%,-3.2
COc1ccccc1NC(=O)c1ccc2[nH]c(C)cc(=O)c2c1,-6%,2%,4.7%,.,.,3%,.,.,.
COc1ccc(NS(=O)(=O)c2ccc3c(c2)CCC(=O)N3)cc1O,-1%,1%,2.4%,3%,9%,-3%,i,-1%,1.3
CC(=O)c1cc(-c2ccccc2)[nH]c1N1CCCC1,11%,-4%,8.0%,2%,2%,3%,i,-2%,1.0
CSc1nn(CC(=O)Nc2ccc(C)cc2C)c(N)c1S(=O)(=O)c1ccc(Cl)cc1,-29%,?,-0.3%,.,.,-4%,.,.,.
c1ccc(-n2cccc2)c(N2CCCCC2)c1,-2%,0%,-0.2%,2%,-9%,0%,i,3%,-1.6
CCN1CCN(c2oc(COc3ccc(Cl)cc3)nc2C#N)CC1,0%,-8%,-0.5%,5%,-3%,?,i,-1%,-0.6
O=C(CSc1nnc(-c2cccnc2)n1Cc1ccco1)Nc1cccc(O)c1,1%,10%,-0.6%,0%,-10%,-1%,i,1%,-1.4
Clc1ccc(-c2nnc3sc(Cc4cccs4)nn23)c(Cl)c1,-11%,7%,0.0%,4%,2%,2%,i,0%,-2.4
O=c1[nH]c(NC2CCN(S(=O)(=O)c3ccccc3C(F)(F)F)CC2)nc2c1CCCC2,?,?,0.2%,26%,-19%,-20%,i,0%,-0.8
Cc1ccc(C(=O)NCC(=O)OCC(=O)c2ccc3c(c2)NC(=O)CO3)cc1C,-14%,4%,-0.3%,11%,-7%,7%,i,3%,-1.2
CCNC(=S)N1CCN(c2ccc([N+](=O)[O-])cc2)CC1,?,10%,-0.4%,-4%,3%,?,i,1%,-2.3
Cc1ccc(S(=O)(=O)N2CCCCC2)cc1C(=O)N1CCCCCC1,-27%,-1%,-0.6%,5%,2%,-13%,i,-5%,0.5
CC(C)NC(=O)Nc1ccc2c(c1)C(=O)N([C@@H](C)CO)C[C@@H](C)[C@H](CN(C)Cc1ccccc1)OCCCC[C@H](C)O2,.,28%,-0.4%,-3%,-7%,.,i,.,-0.1
CN1CCN(CC(=O)Nc2ccccc2Sc2ccccc2)CC1,-4%,1%,0.0%,17%,5%,-7%,i,-5%,-4.4
Cc1ccc(S(=O)(=O)N/N=C/c2cccc3c2OCCO3)cc1,-5%,0%,-0.1%,5%,0%,-3%,i,-1%,0.9
CCOC(=O)N1CCN(S(=O)(=O)CCNC(=O)c2cccc(OC)c2)CC1,-22%,19%,0.0%,-2%,-15%,15%,i,-2%,-3.2

# (further entries)
SMILES,Nrf2 block,TGFb inhibitor,Nrf2 activator,EPAC2 ag,EPAC2 antagonist,A549 tox,pAkt inh,MmCpn inh,CCT chaperon mod
O=C(ON=C1CCN(S(=O)(=O)c2ccccc2)CC1)c1ccc(Cl)cc1,-5%,-11%,-0.1%,1%,-7%,-6%,i,-1%,-10
CCOc1ccc(S(=O)(=O)N2CCOCC2)cc1NS(=O)(=O)c1ccc(OC)c([N+](=O)[O-])c1,-5%,?,-0.5%,4%,6%,5%,i,0%,1.0
COc1ccc(-c2nnc(SCc3cccc(C#N)c3)o2)cc1,?,-15%,0.8%,20%,-2%,5%,i,0%,0.6
CSc1ccccc1NC(=O)COC(=O)/C=C/c1ccco1,9%,-1%,?,7%,0%,3%,i,2%,0.0

# Sorted by heavy-atom count (highest first): 5 of the compounds above.
SMILES,Nrf2 block,TGFb inhibitor,Nrf2 activator,EPAC2 ag,EPAC2 antagonist,A549 tox,pAkt inh,MmCpn inh,CCT chaperon mod
CC(C)NC(=O)Nc1ccc2c(c1)C(=O)N([C@@H](C)CO)C[C@@H](C)[C@H](CN(C)Cc1ccccc1)OCCCC[C@H](C)O2,.,28%,-0.4%,-3%,-7%,.,i,.,-0.1
CCOc1ccc(S(=O)(=O)N2CCOCC2)cc1NS(=O)(=O)c1ccc(OC)c([N+](=O)[O-])c1,-5%,?,-0.5%,4%,6%,5%,i,0%,1.0
CCOC(=O)N1CCN(S(=O)(=O)CCNC(=O)c2cccc(OC)c2)CC1,-22%,19%,0.0%,-2%,-15%,15%,i,-2%,-3.2
O=C(ON=C1CCN(S(=O)(=O)c2ccccc2)CC1)c1ccc(Cl)cc1,-5%,-11%,-0.1%,1%,-7%,-6%,i,-1%,-10
CN1CCN(CC(=O)Nc2ccccc2Sc2ccccc2)CC1,-4%,1%,0.0%,17%,5%,-7%,i,-5%,-4.4
